Screens as filed in PubChem.
tim23-1 inh: growth inhibitors of tim23-1 mutant yeast; S. cerevisiae tim23-1 growth, BacTiter-Glo luminescence, 24 h; inhibition, % at 20 µM; 330,000 tested, 1.3% active; AID 463212;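 active means growth inhibition of the mutant yeast at or above 50%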;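 further: temperature-sensitive mutant grown at 25 °C; plate controls were DMSO-treated mutant yeast for no effect and medium wells lacking yeast for full effect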
NR3A LBD binder: modulates the human NR3A ligand-binding domain. 340,000 tested, 2.5% active. NR3A LBD differential scanning fluorimetry, Tm shift; 0% = protein alone, 100% = glycine-bound protein. Tm shift relative to glycine control, % at 25 µM;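 active means melting temperature shift of at least 10% of the positive control shift, at one fixed dose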
Mdm2 MdmX PPI: human Mdm2/MdmX binding inhibition. O15151+Q00987. SaOS-2 split-luciferase Mdm2/MdmX complementation, luminescence. inhibition, % at 8 µM. 330,000 tested, 3% active. AID 485346;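 active means inhibition of at least 50% at 8 µM in the primary screen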
tim10-1 inh: growth inhibitors of tim10-1 mutant yeast. S. cerevisiae tim10-1 ts strain growth, BacTiter-Glo, 24 h. inhibition, % at 20 µM. 330,000 tested, 2.2% active. AID 463190;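 active means inhibition of at least 40%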;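 further: mutant grown at 25 °C; 0% = DMSO wells with yeast and 100% = wells holding no yeast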
UPR XBP1 act: activators of adaptive arm of unfolded protein response (XBP1); AID 463104; 330,000 tested, 0.33% active; CHO-XBP1 luciferase reporter, IRE1-XBP1 UPR activation, luminescence; percent of tunicamycin response, DMSO as zero; activation, % at 20 µM;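 active means versus positive control, 20 µM dose yields 30% or more activation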;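 further: 100% = tunicamycin at 10 µg/mL and 0% = DMSO only wells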
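Material: CHO-XBP1 cells stably carrying IRE1-XBP1-driven luciferase reporter | Medium: F12 with 10% serum | Compound dosing: 20 µM single concentration, DMSO 1% | Incubation: Overnight seeding at 37 °C, 6 h compound treatment at 37 °C | Detection: Steady-Glo luminescence read | Read-out basis: % activation of reporter signal versus tunicamycin and DMSO controls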
APJ ag: activates the human apelin receptor APJ; activation, % at 20 µM; CHO-K1 APJ PathHunter beta-arrestin, luminescence; 0% DMSO wells, 100% apelin; 330,000 tested, 0.11% active; P35414;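 active means activation more than six SD over the plate average, tested at 20 µM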;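 further: 0% = DMSO alone and 100% = apelin-13 at 10 nM; some results filed as inactive read as strong as hits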
Target sequence (P35414 whole entry, looked up): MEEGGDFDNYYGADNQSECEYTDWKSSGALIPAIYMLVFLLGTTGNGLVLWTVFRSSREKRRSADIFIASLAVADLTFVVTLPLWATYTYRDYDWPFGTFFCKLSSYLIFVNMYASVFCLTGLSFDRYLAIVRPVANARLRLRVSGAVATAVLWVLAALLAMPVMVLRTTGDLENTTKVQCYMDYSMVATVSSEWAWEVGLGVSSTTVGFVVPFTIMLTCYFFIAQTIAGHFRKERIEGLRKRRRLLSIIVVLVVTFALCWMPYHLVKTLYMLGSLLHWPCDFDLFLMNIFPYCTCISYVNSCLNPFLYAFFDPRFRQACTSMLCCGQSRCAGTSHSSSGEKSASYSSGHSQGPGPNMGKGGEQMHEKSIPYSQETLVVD
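Assay system – PathHunter CHO-K1 APJ (AGTRL-1) beta-arrestin reporter cells · Compound – one dose, 20 µM compound, 1% DMSO · Timing – compound 90 min 25 °C, reagent 1 h · Measured by – luminescence from split beta-galactosidase complementation, Galacton Star/Emerald II substrate · Measure – beta-arrestin recruitment to APJ as agonist activity, luminescent signal · Benchmarks – DMSO vs Apelin-13 10 nM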
CHOP UPR activ: apoptotic UPR (CHOP) activation. CHO-CHOP luciferase reporter, luminescence; percent of tunicamycin response over DMSO baseline. activation, % at 10 µM. 330,000 tested, 0.34% active. AID 449763;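 active means at 10 µM dose, activation of 40% or more, normalized to positive control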;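 further: 100% = tunicamycin at 10 µg/mL and 0% = DMSO alone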
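Evaluation: % reporter activation, DMSO baseline versus tunicamycin full activation; System: CHO-CHOP luciferase reporter cell line; Input: 500 cells/well; Incubation: 6 h compound treatment, 37 °C; Measured by: Steady-Glo luciferase luminescence; Dosing: one dose, 10 µM in 0.5% DMSO; Buffer or medium: F12 medium, 10% FBS; Benchmarks: positive tunicamycin 10 µg/mL, negative DMSO alone.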
NALP3 yeast inh: blocks the NALP3 inflammasome reconstituted in yeast. Yeast reconstituted NLRP3/ASC/caspase-1, beta-gal luminescence, 24 h. 330,000 tested, 0.39% active. inhibition, % at 10 µM;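 active means inhibition of 50% or more; inactive means inhibition below 50%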;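 further: plate controls were induced DMSO wells for no effect and uninduced yeast grown without galactose for full effect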
TIM10 inh: TIM10 yeast growth inhibition; inhibition, % at 10 µM; 330,000 tested, 1.4% active; S. cerevisiae TIM10 strain growth, BacTiter-Glo luminescence, 24 h;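 active means inhibition of 40% or more at the single tested concentration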;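 further: wild-type TIM10 isogenic control strain grown at permissive 25 °C; 0% = DMSO yeast wells and 100% = minimal medium wells without yeast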
Active calls of the source: *; . = not tested or not shown.

Results follow in this order: tim23-1 inh	NR3A LBD binder	Mdm2 MdmX PPI	tim10-1 inh	UPR XBP1 act	APJ ag	CHOP UPR activ	NALP3 yeast inh	TIM10 inh
COc1ccc(C)cc1S(=O)(=O)Nc1ccccc1C
→ 13	-2	9	8	-3	0	-1.3	-23	-5
Cc1cc(C)cc(N(C(=O)CNC(=O)c2ccco2)C(C(=O)NC2CCCCC2)c2cccnc2)c1 (centres undefined)
→ 7	0	7	0	4	-3	0.5	12	-3
Cc1nc(SCC(=O)N2CC(C)OC(C)C2)nc(C)c1C (centres undefined)
→ 11	-1	-4	15	-2	2	1.6	-6	-3
CC1COC(C)(CC(=O)NN2C(=O)c3ccccc3C2=O)O1 (centres undefined)
→ 11	0	0	-6	-3	-2	0.6	-4	5
Cn1nc(C(F)(F)F)c(C#N)c1N1CCN(c2cccc(C(F)(F)F)c2)CC1
→ 12	-11	16	3	-3	-4	-1.2	11	-18
COc1cccc(CN2CCN(C(=O)c3cc(-c4cccnc4)nc4ccc(C)cc34)CC2)c1
→ 27	-1	37	26	0	0	2.8	4	23
O=C(Nc1ccc(CN2CCOCC2)cc1)c1ccc(Cl)cc1Cl
→ 4	2	8	-40	-2	0	0.1	29	-13
COc1ccc(CNS(=O)(=O)NCc2ccc(C)cc2)cc1OC
→ 7	-1	15	3	-2	2	-1.1	12	-4
Cn1c(=O)[nH]c(=O)c2c1nc(CN1CCOCC1)n2CCCO
→ 22	2	2	9	0	-1	-0.7	1	-10
O=C(/C=C/c1cn(-c2ccccc2)nc1-c1ccccc1)Nc1ccc(C(=O)O)cc1
→ 13	-2	9	11	5	-3	5.0	-6	8
CC(=O)Nc1c(C)nn(C(C)=O)c1C
→ 6	0	4	3	3	0	-1.7	-5	-3
CCS(=O)(=O)N1CCC(C(=O)NCCc2ccccc2)CC1
→ -4	-1	-17	-8	2	-2	-0.4	9	-1
COc1ccc(-n2c(COc3ccccc3)nnc2SCC(N)=O)cc1
→ 2	1	-15	5	-1	-1	3.0	0	-4
CCN(CC)S(=O)(=O)c1ccc(OC)c(NC(=O)CSc2cc(Cl)ccc2Cl)c1
→ 27	-11	38	29	-1	-1	-1.6	13	38
CC1(C)C(C=C(Cl)Cl)C1C(=O)OCc1cccc(Oc2ccccc2)c1 (centres undefined)
→ 10	-1	14	-5	-6	-4	-1.9	22	-3
COc1ccc(-c2cc([C@H]3[C@@H]4C=CCC[C@@]4(C)C(=O)N3Cc3ccccc3)ccc2F)cc1
→ 21	1	1	29	1	3	3.9	10	10
COc1ccccc1NC(=O)Cn1nnc(C(=O)NCCc2ccccc2)c1N
→ -6	0	4	5	-1	-1	1.4	-4	4
Cc1ncoc1C(=O)N1CCCC(CCC(=O)NCc2ccc(F)c(F)c2)C1 (centres undefined)
→ 1	0	-7	-3	-2	1	0.7	-7	-7
CCOc1ccc(-c2c(C(=O)N/N=C/c3sccc3C)nnn2-c2nonc2N)cc1
→ -6	0	-10	-4	-1	1	-0.1	10	3
COc1cc(C2C(C#N)=C(N)Oc3c2ccc2ccccc32)ccc1OCC(=O)Nc1ccccc1C (centres undefined)
→ 8	-4	24	9	5	0	32	6	4
CS(=O)(=O)Nc1ccc2[nH]c(=O)[nH]c2c1
→ 1	1	-3	2	0	1	-1.6	-14	-8
Cc1cc2[nH]c3ccccc3c2c(C)n1
→ 9	0	48	-8	-5	-3	-2.8	-5	-2
CC(=O)Nc1ccc(S(=O)(=O)N2c3ccccc3C(C)=CC2(C)C)cc1
→ 21	-1	74*	16	12	-1	0.0	23	-1
CCN(CC)CCCN1C(=O)C(O)=C(C(=O)c2cc3cccc(OC)c3o2)C1c1ccncc1 (centres undefined)
→ -7	0	-19	1	-1	-4	-1.1	5	-1
CCOC(=O)c1cnc(-c2ccccc2)nc1N(C)C
→ 6	-14	-32	-1	2	-4	3.1	23	-17
CC1(C)c2ccccc2N2CC(=O)N[C@@]21/C=C/C=C/c1ccccc1
→ 35	0	3	29	0	-4	-1.7	-1	40
O=C(N/N=C/c1cc([N+](=O)[O-])ccc1O)c1ccc(COc2ccc3c(c2)CCC3)o1
→ 18	3	94*	0	33*	0	21	14	0
O=C(Cc1ccccc1)NCC(=O)N/N=C/c1cccnc1
→ 7	0	0	0	-1	-7	-0.9	7	4
CN(C)CCNC(=O)C(=O)NCC1OCCN1S(=O)(=O)c1ccc2c(c1)OCCO2 (centres undefined)
→ 7	1	1	6	2	1	0.4	-3	-1
CCN(CC)C(C)C(=O)NCC1(c2ccccc2)CCOCC1 (centres undefined)
→ 6	0	-27	-3	2	-1	-0.3	11	-10
N#Cc1ccccc1S(=O)(=O)N1CCN(C(=O)C2COc3ccccc3O2)CC1 (centres undefined)
→ 20	1	1	18	0	-2	-1.7	10	12
COc1ccc(OC)c(-c2cc(C(=O)Nc3c(C)nn(Cc4ccc(Cl)cc4)c3C)no2)c1
→ 34	2	36	43*	11	-1	3.2	22	34
COc1cc(C(=O)N2C(=O)c3cccc(N)c3C2=O)cc(OC)c1OC
→ 29	-1	-27	11	3	-1	0.7	-5	15
C[C@H](CO)N1C[C@H](C)[C@@H](CN(C)S(=O)(=O)c2ccc(F)cc2)Oc2ccc(NC(=O)NC3CCCCC3)cc2C1=O
→ 9	0	-4	8	-1	-1	0.0	4	11
CCOc1ccc(N(C)C(=O)CCc2nnc3ccc(N4CCC5(CC4)OCCO5)nn23)cc1
→ -11	-1	21	-21	-4	-10	0.5	-9	-4
CC(C)NC(=O)Nc1cccc2c1O[C@H](CN(C)C(=O)Nc1ccccc1)[C@@H](C)CN([C@H](C)CO)C2=O
→ -20	0	3	-9	1	0	0.2	12	-6
CCCC1C2CN(C(C)=O)CC=C2C(C#N)=C(N)C1(C#N)C#N (centres undefined)
→ -5	-1	34	9	-2	-2	-1.0	7	-13
CN(C)C(CNc1ccc([N+](=O)[O-])cc1C#N)c1ccccc1 (centres undefined)
→ 24	-2	13	24	-2	-2	-2.6	-17	-8
Cc1cccc(CSCC(=O)NCc2ccc(S(N)(=O)=O)cc2)c1
→ 2	0	0	-5	-1	-2	-0.5	1	1
CC1=C(C#N)C(=O)NC(C)(C)C1
→ 2	-3	34	-17	-2	-1	-2.1	6	-7
CN1CCN(S(=O)(=O)c2cccc(C(=O)Nc3ccccc3N3CCOCC3)c2)CC1
→ 16	-1	3	4	-3	1	-2.5	13	-1
CCC(CO)Oc1cc(NCc2ccc(Cl)cc2)c2ncn(C(C)C)c2c1 (centres undefined)
→ 22	-5	7	1	0	-2	0.4	10	-2
O=C(O)CC(CN1C(=O)c2ccccc2C1=O)c1ccccc1 (centres undefined)
→ -10	-1	22	-10	3	-3	1.6	12	39
O=C(CN1C(=O)COc2ccc(S(=O)(=O)N3CCCC3)cc21)NC1CCCCCCC1
→ 2	.	6	17	-1	-4	-1.1	-8	-4
CCOC(=O)c1c(NC(=O)CCN2CCOCC2)sc(C)c1-c1ccccc1
→ -17	-1	-14	-5	3	-3	-2.8	13	30
CCn1c(CC(=O)Nc2ccc(C)cc2)nnc1SCC(=O)NCCc1ccccc1
→ 5	-2	17	20	-1	1	-1.2	13	-9
CC(C)Oc1ccc(NC(=O)c2ccncc2)cc1
→ 14	-2	8	17	0	0	3.0	21	9
Cc1cc(C)c(C)c(S(=O)(=O)N2C(=S)NC(=O)C2C(C)C)c1C (centres undefined)
→ 30	-11	8	23	-2	-3	-2.0	-14	12
CCN(CC)S(=O)(=O)c1ccc(N2C(=O)Nc3ccccc3N2O)cc1
→ 1	2	-6	10	0	-3	0.2	8	1
COc1ccc2c(c1)CCCC21NC(=O)N(CC(=O)N2CC(C)OC(C)C2)C1=O (centres undefined)
→ -5	0	-21	-11	-3	-2	-0.1	5	2

Some entries already given, limited to tim23-1 inh.
| molecule | tim23-1 inh |
| --- | --- |
| CC(C)Oc1ccc(NC(=O)c2ccncc2)cc1 | 14 |
| Cc1cc(C)c(C)c(S(=O)(=O)N2C(=S)NC(=O)C2C(C)C)c1C (centres undefined) | 30 |

New compounds follow:
Results follow in this order: tim23-1 inh	NR3A LBD binder	Mdm2 MdmX PPI	tim10-1 inh	UPR XBP1 act	APJ ag	CHOP UPR activ	NALP3 yeast inh	TIM10 inh
O=C1CCCN1c1ccc(S(=O)(=O)NCc2ccc(F)cc2)cc1
→ -2	3	15	2	-3	-1	-0.3	13	10
C[C@H](NC(=O)c1[nH]cnc1C(=O)Nc1ccc(CNC(=O)OC(C)(C)C)cc1)C(=O)OCc1ccccc1
→ 8	-6	80*	-8	1	18	6.3	3	-11
O=C(Nc1ccc(C(=O)O)cc1)/C(=C\c1cccc([N+](=O)[O-])c1)NC(=O)c1ccc(Br)o1
→ 5	3	2	-2	-1	-3	2.3	7	10
COc1ccc(-c2nc[nH]c2[N+](=O)[O-])cc1
→ -4	0	-3	12	-5	-2	-1.4	0	-4
Cc1ccc(Sc2ncccc2/C=N/O)cc1
→ -2	-2	31	7	1	-2	0.1	23	3
Cc1ccc(-n2cccn2)cc1
→ -8	-2	32	-8	-3	-3	0.6	19	16
N#C/C(=C\c1cccs1)Sc1nc2ccccc2s1
→ 45	-4	12	37	4	2	2.9	38	24
CCOC(=O)c1ccc(NC(=O)Oc2ccccc2)cc1
→ -1	34*	10	-19	2	-2	-0.8	20	-12
COc1ccc(C(=O)O)cc1N1C(=O)Nc2ccccc2N1O
→ -12	-1	-6	12	3	-2	0.0	18	2
COc1ccc(C(=O)NCCS(=O)(=O)N2CCc3ccccc3C2)cc1
→ 17	1	14	25	1	1	0.2	19	5
O=C(NC(=S)Nc1ccccc1[N+](=O)[O-])c1cncc(Br)c1
→ 45	0	-7	40	-2	-6	1.1	26	17
c1csc(-c2noc(COc3ccc4c(c3)CCCC4)n2)c1
→ 5	2	-184	4	3	2	4.1	8	18
CCOC(=O)C1=C(CC)OC(N)=C(C#N)C1c1ccc(OC)c(C)c1OC (centres undefined)
→ 30	-1	-9	19	-1	-2	-0.3	8	19
Cc1cccn2c(NC(=O)c3ccccc3F)c(-c3ccccc3)nc12
→ 36	-2	-18	25	-4	-3	2.4	10	27
CCOC(=O)c1cnc2c(c(C)nn2C)c1Oc1cc(Cl)cc(Cl)c1
→ 10	1	30	10	-3	-4	-0.1	13	10
CNC(=S)N(CCc1cccc(C)c1)Cc1cc2cc(OC)c(OC)cc2[nH]c1=O
→ 5	-5	-3	5	1	2	0.3	23	3
CCN(c1ccc(OC)cc1)S(=O)(=O)c1ccc2c(c1)CC(C)N2C(=O)C1CC1 (centres undefined)
→ 42	1	25	37	0	-5	2.6	10	-3
O=C(N/N=C\c1ccoc1)c1ccco1
→ 15	-1	12	0	-6	2	3.3	10	4
CCOC(=O)C1CCN(C(=O)Cc2c(C(=O)O)n(C)c3ccccc23)CC1
→ 77*	-1	-8	12	-2	0	-1.0	-9	-3
